Compound activity from PubChem.
LEDGF integ inh = blockers of LEDGF/p75-dependent integrase strand transfer – biochemical, TR-FRET, high throughput, primary screen. TR-FRET IN-LEDGF/p75 DNA integration, Eu/Cy5. 370,000 compounds, 0.64% hits. AID 743269, 2014. HIV-1 integrase (with human LEDGF/p75). inhibition, % at 3.7 µM;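 active means inhibition above the screen-wide mean plus 3 SD, cut at about 13% in these data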;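 further: signal is the Cy5 over europium emission ratio at 671 and 618 nm; 0% = plate median of compound wells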
HTRA1 inhibitor = HTRA1 serine protease inhibitors, primary screen, biochemical, fluorescence polarization, HTS; inhibition, % at 5.96 µM; recombinant HTRA1, FP-rhodamine activity-based probe; AID 504803, 2011; 340,000 compounds, 0.5% hits; in the data active means inhibition above about 36%;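 further: 0% = enzyme with DMSO and 100% = wells lacking enzyme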
Target sequence (Q92743 whole entry, looked up): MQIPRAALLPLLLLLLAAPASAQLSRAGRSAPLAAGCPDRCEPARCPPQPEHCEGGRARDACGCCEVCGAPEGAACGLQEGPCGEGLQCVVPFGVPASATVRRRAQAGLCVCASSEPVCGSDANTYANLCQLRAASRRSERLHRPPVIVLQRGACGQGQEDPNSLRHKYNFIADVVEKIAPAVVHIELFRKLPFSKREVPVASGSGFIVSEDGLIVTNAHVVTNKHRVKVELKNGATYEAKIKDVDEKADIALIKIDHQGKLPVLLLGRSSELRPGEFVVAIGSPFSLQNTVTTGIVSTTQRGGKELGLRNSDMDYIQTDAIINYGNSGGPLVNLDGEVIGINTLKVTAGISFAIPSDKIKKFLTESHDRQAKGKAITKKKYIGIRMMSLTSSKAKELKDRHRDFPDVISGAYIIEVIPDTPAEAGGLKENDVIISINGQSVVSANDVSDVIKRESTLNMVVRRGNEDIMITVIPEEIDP
PG9 Ab binder = binders of HIV-1 gp120 antibody PG9, primary screen, biochemical, TR-FRET; HIV-1 gp120 / PG9 antibody interaction; TR-FRET gp120-PG9 antibody binding; inhibition, % at 6.7 µM; 360,000 compounds, 0.43% hits; in the data active means inhibition above about 8.5%
TCR CD3 inh = inhibitors of human TCR-CD3 interaction, primary screen, biochemical, fluorescence, TAMRA-labeled TCR probe; 360,000 compounds, 0.37% hits; T-cell receptor (TCR); inhibition, % at 9.4 µM; AID 651800, 2012; in the data active means inhibition above about 19%;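 further: recombinant mutant TCR 2C K166C tagged with TAMRA read by polarization; 0% = receptor in buffer alone and 100% = receptor with positive control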
rCAG binder = binders of r(CAG) RNA repeats, primary screen, biochemical, fluorescence; inhibition, % at 3 µM; 370,000 compounds, 1.3% hits; r(CAG) RNA repeat, TO-PRO-1 dye displacement fluorescence;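 active means inhibition above the plate cutoff, the mean of all test compounds on that plate plus 3 SD, cut at about 35% in these data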;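 further: 0% = DMSO alone and 100% = 100 µM mitoxantrone as full dye displacement; higher means more dye released from RNA so lower well fluorescence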
TDP2 absorb = human TDP2 enzyme inhibitors, primary screen, biochemical, epi absorbance, recombinant enzyme | 370,000 compounds, 0.34% hits | T5PNP hydrolysis, p-nitrophenol absorbance 415 nm | inhibition, % at 12.8 µM;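 active means inhibition above the mean of all tested compounds plus 3 SD, set per campaign, cut at about 25% in these data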;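 further: 0% = DMSO with enzyme and 100% = buffer with substrate but no TDP2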
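Read-out basis: percent inhibition. System: recombinant human TDP2. Buffer or medium: Mg2+-containing Tris-HCl buffer, pH 7.5. Repeats: single replicate. Timing: reaction 2 h, 37 °C. Benchmarks: high control without enzyme, low control DMSO plus TDP2. Probe or stimulus: 5 mM T5PNP. Doses: 12.8 µM only. Measured by: epi absorbance of p-nitrophenol freed from T5PNP by hydrolysis.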
mABHD4 FP = ABHD4 inhibitors, primary screen, biochemical, fluorescence polarization, mouse; AID 720543, 2013; (Lyso)-N-acylphosphatidylethanolamine lipase (Mus musculus), Q8VD66; inhibition, % at 8.92 µM; purified mABHD4, FP-Rh probe fluorescence polarization; 370,000 compounds, 0.54% hits;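 active means inhibition exceeding the mean over every tested compound plus 3 SD, cut at about 30% in these data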;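 further: 0% = plate median of compound wells and 100% = S159A mutant with DMSO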
Target sequence (Q8VD66 whole entry, looked up): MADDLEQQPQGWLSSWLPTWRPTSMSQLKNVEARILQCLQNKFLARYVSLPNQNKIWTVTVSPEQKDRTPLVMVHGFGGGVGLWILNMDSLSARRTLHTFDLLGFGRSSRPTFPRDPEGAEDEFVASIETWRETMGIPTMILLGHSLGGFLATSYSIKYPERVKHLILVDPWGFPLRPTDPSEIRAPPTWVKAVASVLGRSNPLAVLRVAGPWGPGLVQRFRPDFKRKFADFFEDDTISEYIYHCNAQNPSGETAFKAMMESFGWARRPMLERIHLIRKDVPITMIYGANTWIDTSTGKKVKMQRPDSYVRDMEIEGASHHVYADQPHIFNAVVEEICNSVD
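Assay system: wild-type mouse ABHD4 protein; compound: single nominal dose of 8.92 µM, 0.89% DMSO final; schedule: 45 min + 60 min at 25 °C; measured by: FP readout, ex 525 nm / em 598 nm; evaluation: % inhibition of FP-Rh probe binding versus controls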
SIAE inh = human SIAE inhibitors, primary screen, biochemical, fluorescence polarization, FP-Rh probe, 1536-well HTS | SIAE FP-Rh probe binding | inhibition, % at 9.66 µM | 370,000 compounds, 0.69% hits | AID 1053197, 2014;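 active means inhibition above a cutoff: mean of compounds within the control limits plus 3 SD of those, cut at about 17% in these data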;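 further: 0% = plate median of compound wells and 100% = probe without SIAE protein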
NR1D1 modulator = modulators of Rev-erb alpha DNA binding, primary screen, biochemical, FITC-DNA, fluorescence polarization, uHTS; Nuclear receptor subfamily 1 group D member 1 (Homo sapiens), P20393; Rev-erbα–FITC-DNA binding, 90 min; activity, % at 10 µM; 370,000 compounds, 0.79% hits; AID 1259318, 2017;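 active means activity above about 14%, limit read from the data; passing the limit was not always enough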;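 further: 0% = DMSO wells with 35 nM protein and 100% = DMSO wells with 750 nM protein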
PRMT1 FP inh = PRMT1 methyltransferase inhibitors, primary screen, biochemical, fluorescence polarization; Protein arginine N-methyltransferase 1 (Homo sapiens), Q99873; recombinant PRMT1, activity-based probe fluorescence polarization; inhibition, % at 2.79 µM; 370,000 compounds, 1.3% hits;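 active means inhibition above about 21% made by adding two undisclosed values, limit read from the data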
An asterisk follows results filed as active; x = no result given. A portion of the library (hit frequency here may not be typical).

SMILES	LEDGF integ inh	HTRA1 inhibitor	PG9 Ab binder	TCR CD3 inh	rCAG binder	TDP2 absorb	mABHD4 FP	SIAE inh	NR1D1 modulator	PRMT1 FP inh
Cc1nn(-c2ccccc2)c(N2CCCC2)c1/C=N/NC(=O)c1cc(-c2ccccc2)nc2ccccc12	-1	-30	-1.1	1	16	-5	8	-12	1	2
CC1OC2(OC1C)C(=O)Nc1ccccc12 (stereo unspecified)	2	1	0.4	2	-3	-6	5	0	1	-3
COc1ccc(S(=O)(=O)NCc2ccccn2)cc1NC(=O)c1ccc(Cl)cc1	-1	-7	1.8	4	2	2	-5	-7	-1	-5
COCCN1C(=O)N(c2cccc(C)c2)C(=O)C1CC(=O)Nc1ccc(OC)cc1 (stereo unspecified)	4	5	-1.1	-13	9	-1	-4	9	8	-3
COc1cccc(-c2ccc(CC[C@H]3O[C@H]4CC[C@@H](CO)O[C@H]4C[C@H]3NC(=O)c3cnccn3)cc2)c1	8	x	x	x	2	2	-8	-4	-3	-2
O=[N+]([O-])c1ccc(/C=C/c2ccc3ccccc3n2)cc1	7	-16	-0.3	3	2	-6	0	-3	7	-1
Cc1cc(C)cc(NC(=S)N2CCC(NC(=O)C3CCCCC3)CC2)c1	-2	1	0.0	6	6	-10	-2	-4	1	-4
CCCn1c2c(c(=N)c3c1CCC3)CCCC2	2	-1	-0.8	5	-1	-1	-3	-9	-1	1
COc1cc(C(=O)COC(=O)C2CCCCC2)cc(OC)c1OC	-2	-1	1.6	2	0	5	-2	7	-5	1
Cc1cnc(C(=O)OCC(=O)Nc2ccccc2[N+](=O)[O-])cn1	2	3	-1.8	3	4	-11	-2	-5	-2	-5
CN(C)C(=S)Nc1ccc(Cc2ccncc2)cc1	-8	0	-0.9	-6	-1	0	8	0	-6	8
CC1CCN(CCCNC(=O)c2ccc(CS(=O)(=O)Cc3ccccc3F)o2)CC1	-1	4	-1.0	0	3	3	-6	-3	-3	1
O=P(CCO)(c1ccccc1)c1ccccc1	-5	-3	-1.2	3	-2	-1	1	9	5	2
CCOc1c(Br)cc(CNCc2cccs2)cc1OC	-2	6	-3.9	2	2	5	2	-3	0	-1
O=[N+]([O-])c1ccc2c(c1)-c1ccccc1C2=NO	2	-16	-1.4	3	9	-3	-7	-19	15	0
O=C(Nc1ccc(N2CCCC2)c(Cl)c1)c1ccc2c(c1)OCCO2	0	-21	-2.4	2	8	18	9	9	-1	3
O=C(CSc1ccccc1)NCc1ccc(F)cc1	-5	3	2.7	-3	-4	3	-4	8	0	-2
COc1ccc2[nH]c3c(c2c1)CCN1C(=O)N([C@@H](C)C(=O)NC2CCCCC2C)C(=O)[C@]31C (stereo partly specified)	0	-2	1.3	9	1	6	0	7	1	-2
O=C(NCCc1ccccc1F)C1CCCN1S(=O)(=O)c1ccccc1 (stereo unspecified)	1	5	-1.4	6	-6	1	7	-1	5	3
Cc1ccc(C)c(Cn2nnc(C(=O)Nc3ccc4c(c3)OCCO4)c2N)c1	1	-9	-1.1	2	-2	-2	-1	-5	5	3
CN=C1NN=C(c2cc(C)n(-c3ccc(Cl)cc3)c2C)CS1	-5	8	-3.5	-2	17	-11	12	2	-5	6
O=C(Nc1c[nH]c(=O)[nH]c1=O)c1ccccc1Br	-4	12	0.6	-5	-2	2	4	2	-6	4
O=C(NCCc1c[nH]c2ccccc12)C1CCN(S(=O)(=O)c2ccccc2)CC1	2	8	-0.8	-2	-4	9	-5	-3	-4	-4
Cc1ccc(C)n1-c1nnc(N2CCC(C(=O)N3CCN(C)CC3)CC2)s1	-2	5	-2.1	-7	4	-7	13	7	6	-4
Cc1cccc(N(CC(=O)NCc2ccccc2)C(=O)CCC(=O)Nc2nccs2)c1	-14	4	-0.7	-5	-5	-12	3	-1	8	7

The listing continues:
SMILES	LEDGF integ inh	HTRA1 inhibitor	PG9 Ab binder	TCR CD3 inh	rCAG binder	TDP2 absorb	mABHD4 FP	SIAE inh	NR1D1 modulator	PRMT1 FP inh
N/C(=N\OC(=O)c1cccc2ccccc12)c1ccncc1	-1	-12	1.9	6	2	5	-6	6	-1	-4
CC(NCC(O)COc1ccc(S(=O)(=O)N2CCOCC2)cc1)c1ccccc1 (stereo unspecified)	4	-7	0.5	0	-3	-12	9	-3	3	-4
Cc1nn(C)c(C(=O)Nc2ccn(C34CC5CC(CC(C5)C3)C4)n2)c1[N+](=O)[O-]	-3	0	-0.8	1	-1	1	-7	1	13	7
Cc1[nH]n(-c2ccccc2)c(=S)c1C=Nc1ccc([N+](=O)[O-])cc1	2	0	-1.6	0	5	-7	5	2	1	87*
Cc1nn(C(=O)C2CC2)c(C)c1Sc1ccc(Cl)cc1	1	19	0.5	4	0	-4	2	-1	6	-2
O=C(O)C1Nc2c(Cl)cc(Cl)c(Cl)c2C2C=CCC12 (stereo unspecified)	4	42*	0.4	8	32	-17	18	10	-38	21
CN1CC(=O)N2C(c3ccc(Cl)cc3)c3[nH]c4ccccc4c3C[C@H]2C1=O (stereo partly specified)	5	-37	-1.8	6	4	3	-8	-2	-3	1
CN(CCc1ccccc1)Cc1nc(-c2cnccn2)no1	-4	1	-0.9	2	-1	-3	2	-6	-4	2
NC(=O)c1c(-c2ccccc2)oc2ccc(O)cc12	3	-5	-0.9	1	0	-20	7	-1	-2	-1
COc1ccccc1NC(=O)CCSc1nc(C)cc(C)n1	-3	2	1.0	-8	-4	5	-4	-1	-4	4
CCc1nc2c(OCC(=O)c3ccc(F)cc3)cccn2c1N(C)C(=O)c1ccccc1F	-2	x	0.6	2	5	3	-3	-1	-2	4
Cc1ccc(-n2c(SCC(=O)O)nc3sc4c(c3c2=O)C(C)CCC4)cc1 (stereo unspecified)	-4	-1	1.7	3	13	2	-4	2	5	3
CC(C)(C)NC(=O)c1cccnc1Sc1ccccc1	-1	-2	-0.6	9	-3	2	-1	1	-1	-2
CC(CC(=O)O)CC(=O)N1CCN(S(=O)(=O)c2cccs2)CC1 (stereo unspecified)	-1	-6	0.7	-10	-2	5	-2	11	-4	-2
CC(=O)c1sc(NC(=O)CCS(=O)(=O)c2ccc(F)cc2)nc1C	-3	2	0.5	1	2	1	7	-7	-7	-1
COc1cc(C(=O)N[C@H](C(=O)OCC(=O)NC2CCCCCC2)C(C)C)cc(OC)c1OC	1	7	2.4	1	-1	-10	3	2	3	-1
C[n+]1ccc(/C=N/Nc2nc(Cl)c(C#N)c(Cl)c2Cl)cc1	-4	-15	-1.6	0	2	2	0	5	4	8
Cc1cc(C)n2nc(SCC(=O)Nc3c(C)n(C)n(-c4ccccc4)c3=O)nc2n1	2	5	-1.5	1	2	-5	5	0	-2	-1
CSc1ncc(CN2CCN(C(C)C)C(CCO)C2)cn1 (stereo unspecified)	-3	2	-0.1	0	-2	15	1	0	4	-2
CC(Sc1nnc(C(C)Oc2ccccc2F)o1)C(=O)NCc1ccc2c(c1)OCO2 (stereo unspecified)	-2	0	1.1	-7	4	3	6	0	2	4
CCCn1c(SCC(=O)Nc2ccccc2CC)nnc1C(C)C	-4	7	0.3	-3	-7	4	7	3	-2	-2
CCCCn1c(N)c(N(CC(C)C)C(=O)CSc2nn(-c3ccc(F)cc3)c(=S)s2)c(=O)[nH]c1=O	4	-11	2.1	-3	7	-8	-3	0	0	7
CC(=O)c1ccc(OCCCC(=O)OCC(=O)N2CCN(c3ccccc3)CC2)cc1	1	-2	-2.0	5	-4	4	2	4	-1	1
CSCCC(NC(=O)c1ccc(Cl)cc1)C(=O)OCC(=O)NCc1ccco1 (stereo unspecified)	6	0	1.2	2	0	-5	-3	-2	-1	3
CSCCC(NC(=O)c1ccco1)c1nc2ccccc2[nH]1 (stereo unspecified)	-2	-4	1.3	-6	0	-4	-8	4	0	6

Following part.
SMILES	LEDGF integ inh	HTRA1 inhibitor	PG9 Ab binder	TCR CD3 inh	rCAG binder	TDP2 absorb	mABHD4 FP	SIAE inh	NR1D1 modulator	PRMT1 FP inh
CC1CCCC(C)N1C(=O)c1cc(-c2cccs2)on1 (stereo unspecified)	-3	-3	0.6	2	-5	-6	4	-6	1	2
CCc1ccc(NC(=S)N(CCOC)C2CCN(C(C)=O)CC2)cc1	0	7	0.8	-5	3	9	-5	-2	0	-1
CC1=C(C(=O)OCc2ccccc2)C(c2ccc(Br)cc2)NC(=O)N1CCCCCC(=O)O (stereo unspecified)	3	-10	0.2	-3	21	9	-15	1	-5	-3
C#CCNc1c(C)c(C)nc2ncnn12	-3	-1	-0.9	0	1	3	9	-3	0	1
CC(C)(C)S(=O)(=O)c1ccccc1-c1noc(-c2ccccc2)c1C(N)=O	4	x	0.7	8	-6	12	-8	1	5	-1
O=C(c1cnccn1)N1CCc2ccccc21	2	8	-1.4	6	2	6	0	1	0	-1
NC(=O)C1CCN(C2CC(=O)N(c3cccc(F)c3)C2=O)CC1 (stereo unspecified)	0	1	0.2	8	5	-4	8	-10	1	29*
CC(C)CN1CCC1(C)C(=O)Nc1cc(-c2ccccc2)nn1C (stereo unspecified)	3	x	0.6	-2	-2	0	6	2	-2	-2
O=C(CCNS(=O)(=O)c1ccccc1)NCCCc1ccccc1	3	2	-1.0	-7	-1	-7	-8	-2	-1	-2
COc1ccc(C(=O)Nc2ccnn2C2CCN(Cc3cccnc3)CC2)cc1	1	2	0.7	2	0	-1	2	-6	-1	1
CC(C)C(=O)c1cn(CC(=O)NCc2ccc3c(c2)OCO3)c2ccccc12	2	-7	-1.0	-9	-2	-3	-2	-4	2	3
O=C(c1cccs1)N1CCN(C(=O)c2ccco2)c2ccccc2C1	-2	3	-1.0	0	-4	-7	-4	5	1	-1
Cc1ccc(NC(=O)CN(C)C(=O)CSc2nc(C)cc(C)n2)cc1	4	-4	-2.1	7	-4	-9	-5	-6	2	-2
